GAA spleen mod: qHTS Assay for Inhibitors and Activators of Human alpha-Glucosidase From Spleen Homogenate; human spleen homogenate, 4-MU-alpha-glucoside fluorescence; Potency, µM (doses to about 79.9 µM), without a hit: at the top dose activity change, negative = inhibition, hits mostly inhibitors; 240,000 tested, 0.006% active; AID 2112, 2009;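 also: potency is read from the fitted curve at half-maximal effect; 0% = enzyme with vehicle and -100% = no enzyme basal signal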
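Enzyme source: human spleen homogenate, 1 ug/well. Buffer 50 mM citric acid/K phosphate pH 5.0, 0.01% Tween-20. 4-MU-alpha-glucoside 1 mM; 37 C x 40 min; NaOH/glycine stop; fluorescence.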
LMNA splice mod: qHTS Assay for Modulators of Lamin A Splicing; HeLa LMNA splicing GFP/RFP minigene ratio, 48 h; Potency, µM (doses to about 46.1 µM), inactives show top-dose ratio change, negative = inhibition, actives largely listed as inhibitors; 200,000 tested, 0.01% active; AID 1487, 2009; active = well fitted inhibition curve with a large enough effect in the signal ratio, with a control signal flat, not every such curve was filed as active; inconclusive = small, poorly fitted or top-dose-only effect, or effect the other way, or a change in a side signal; the % refers to the signal ratio; also: potency is read from the fitted curve at half-maximal effect; % is scaled to controls: 0 for no effect and ±100 for the full control effect
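S3 HeLa stable clones carrying a lamin A-EGFP splicing minigene plus DsRed2 were seeded at 600 cells/well in Opti-MEM with 2% FBS, pin-dosed and incubated 48 h at 37°C. Acumen cytometry (488 nm) gave the GFP/RFP total-intensity ratio.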
HTT ATP protect: qHTS Multiplex Assay to Identify Dual Action Probes in a Cell Model of Huntington: Cytoprotection (ATP) | PC12 HTT-Q103 induced, cytoprotection, ATP luminescence, 40 h | Potency, µM (top dose mostly 56.4 µM), inactives show cytoprotection (ATP increase), actives largely listed as activators | 230,000 tested, 0.14% active | AID 1471, 2008;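 also: potency is read from the fitted curve at half-maximal effect; % of control where 0% means no effect; nearly all actives have a fitted effect of over 45% in size; toxic huntingtin expression switched on by the ecdysone agonist tebufenozide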
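Readout: ATPlite luminescence (ATP level). Model: stable PC12, inducible Htt exon1 Q103-GFP. Inducer: tebufenozide, 100 nM final. Compounds: dose series. No G418 in medium.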
HttQ103 aggreg: qHTS Multiplex Assay to Identify Dual Action Probes in a Cell Model of Huntington: Aggregate Formation (GFP); AID 1688, 2009; 220,000 tested, 1.1% active; PC12 HttQ103-GFP aggregates, Acumen cytometry, 40 h; Potency, µM (titrated, usually from 46.1 µM), for the others: at the top dose activity change, negative = inhibition, actives largely listed as inhibitors; also: potency is read from the fitted curve at half-maximal effect; % is scaled to controls: 0 for no effect and ±100 for the full control effect; nearly all actives have a fitted effect of over 60% in size
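Quantitative HTS on tebufenozide-induced (100 nM) PC12 cells stably expressing polyQ103 Huntingtin exon 1–GFP. Reduction of bright GFP aggregates, detected by laser scanning cytometry after lysis, identified actives across the titration.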
GAA inhib: qHTS Assay for Inhibitors of Human alpha-Glucosidase as a Potential Chaperone Treatment of Pompe Disease; 200,000 tested, 0.005% active; AID 1466, 2008; purified human GAA, 4-MU-alpha-glucoside fluorescence; Potency, µM (highest dose often 76.9 µM), for inactives: at the highest dose activity change, negative = inhibition, hits mostly inhibitors; Lysosomal alpha-glucosidase (Homo sapiens), P10253;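 also: potency is read from the fitted curve at half-maximal effect; plate controls were uninhibited enzyme wells for no effect and no-enzyme background for full effect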
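qHTS format, compound range up to 77 uM. Human lysosomal enzyme at 4 nM, 400 uM 4-MU glucoside substrate, pH 5.0, 20 min room temperature; fluorescence after alkaline stop gives activity normalized to controls.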
GAA glycogen: qHTS Assay for Inhibitors and Activators of Human alpha-Glucosidase Cleavage of Glycogen | Lysosomal alpha-glucosidase (Homo sapiens), P10253 | recombinant GAA, glycogen substrate, Amplex Red glucose oxidase fluorescence | Potency, µM (series often up to 76.4 µM), without a hit: at the top dose activity change, negative = inhibition, actives largely listed as inhibitors | 300,000 tested, 0.38% active | AID 2100, 2009;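 also: potency is read from the fitted curve at half-maximal effect; 0% = full enzyme reaction and -100% = no-enzyme basal signal; the screen sought inhibitors and activators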
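Natural-substrate format: glycogen cleavage by 4 nM human enzyme, glucose read by Amplex Red coupling (Ex 573, Em 610 nm). Normalized to enzyme and no-enzyme controls.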
CBFb RUNX1 block: qHTS Assay for Compounds Blocking the Interaction Between CBF-beta and RUNX1 for the Treatment of Acute Myeloid Leukemia | 230,000 tested, under 10 active | AlphaScreen CBFb-His/RUNX1-biotin binding, biochemical | Runt-related transcription factor 1 (Homo sapiens) + Core-binding factor subunit beta … | Potency, µM (titrated, usually from 59.8 µM), for inactives: at the top dose activity, negative = inhibition, usual class: inhibitors | AID 1477, 2009; also: % of control where 0% means no effect
Target sequence (Q01196 whole entry, looked up): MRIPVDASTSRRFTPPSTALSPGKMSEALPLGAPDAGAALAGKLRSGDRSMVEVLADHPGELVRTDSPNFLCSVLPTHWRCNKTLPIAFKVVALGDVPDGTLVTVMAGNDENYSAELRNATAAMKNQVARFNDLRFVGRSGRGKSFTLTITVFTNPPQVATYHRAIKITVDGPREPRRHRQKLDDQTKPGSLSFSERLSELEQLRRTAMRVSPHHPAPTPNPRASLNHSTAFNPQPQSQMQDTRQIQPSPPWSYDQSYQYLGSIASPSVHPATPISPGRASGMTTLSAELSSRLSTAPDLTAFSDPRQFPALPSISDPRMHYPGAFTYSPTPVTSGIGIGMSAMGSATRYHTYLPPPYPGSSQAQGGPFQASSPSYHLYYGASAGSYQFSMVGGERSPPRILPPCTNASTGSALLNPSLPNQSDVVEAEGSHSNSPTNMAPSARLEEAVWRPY
Target sequence (Q13951 whole entry, looked up): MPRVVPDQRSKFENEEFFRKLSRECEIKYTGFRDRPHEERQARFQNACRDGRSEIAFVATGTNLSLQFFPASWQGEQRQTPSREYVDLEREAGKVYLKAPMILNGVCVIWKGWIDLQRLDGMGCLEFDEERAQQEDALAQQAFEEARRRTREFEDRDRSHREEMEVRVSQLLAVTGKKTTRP
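Interaction loss through any mechanism counts as activity. Pre-formed complex of His-CBF-beta and biotin-RUNX1 (30 nM apiece) is incubated with compound 15 min, then with 50 ng nickel and 50 ng streptavidin beads for 90 min before AlphaScreen detection.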
* marks the source's active call; other numbers are inactive results; ? = inconclusive; nt = not tested or not shown; & = joins results of further samples; [ ] = dose if it differs, or a comment. Unless noted, calls follow the shape of the dose curve; as a rule, active = well fitted curve in the direction sought with a large enough effect; inconclusive = small, poorly fitted or top-dose-only effect, or another doubt; inactive = no such curve, though single readings can be large; an effect the other way counts as inactive or inconclusive.

| compound | CBFb RUNX1 block | LMNA splice mod | GAA inhib | HttQ103 aggreg | GAA spleen mod | HTT ATP protect | GAA glycogen |
| --- | --- | --- | --- | --- | --- | --- | --- |
| CCC(C)NS(=O)(=O)c1ccc(OCC(=O)NCc2ccco2)cc1 (centres undefined) | 1% | 10% | -1% | 0% | 2% | 1%[10 µM] | 10% |
| N#Cc1cc(-c2ccccc2)nc(Oc2ccc(Cl)cc2)n1 | 2% | ? | -2% | 11% | 5% | nt | -1% |
| CCn1c(CNC(=O)COc2ccc(C(C)C)cc2)nnc1SCC(=O)Nc1ccccc1 | 3% | 16% | -1% | 8% | -6% | -11% | -15% |
| Cc1cccc(-c2noc(CN(C)S(=O)(=O)c3cc(Cl)ccc3Cl)n2)c1 | ? | ? | -12% | ? | 3% | 19%[0.074 µM] | -1% |
| CC1CCCN(C(=O)C(Cc2ccccc2)n2cccc2)C1 (centres undefined) | 2% | 4% | 3%[15.4 µM] | 15% | 0% | -1% | -10% |
| NC(=O)CC(NC(=O)Cc1cccc2ccccc12)c1ccc(NCC2CC2)c([N+](=O)[O-])c1 (centres undefined) | 6% | nt | nt | 21%[9.22 µM] | -1% | 24%[10 µM] | -6% |
| CCN1C(=S)SC(=O)C1=C1C=C(C)N(CCO)C(C)=C1 | 7% | -1% | ? | 11% | -16% | -20% | ? |
| Cc1cccc(NC(=S)N(CCCN2CCCC2)Cc2cccn2Cc2ccc(Cl)cc2)c1 | -5% | ? | 0% | ? | 1% | -66%[inhibitor] | -5% |
| COc1ccc(C2/C=C\CN(C(=O)Nc3ccc(C(F)(F)F)cc3)CC(=O)N2Cc2ccc(F)cc2)cc1 (centres undefined) | 33%&8% | nt | nt | 17%[9.22 µM] | 4%&0% | -7%[10 µM] | -6% |
| O/C(=C\c1ccc2ccccc2n1)c1ccc(O)cc1O | -19% | 5%[46 µM] | ? | -12% | 0% | -37%[10 µM] | -8% |
| CCN(CC)C(=O)CN(C#N)c1nc(Cl)nc(N(C)C)n1 | -1% | 3%[46 µM] | 7% | 20%[9.22 µM] | -3% | 20%[10 µM] | 4% |
| c1ccc2oc(NC3=NCN(CC4CCCO4)CN3)nc2c1 (centres undefined) | 1% | 4% | 4% | -10% | 2% | -13% | 0% |

A different layout for part of the listing above.
Every second line gives: CBFb RUNX1 block, LMNA splice mod, GAA inhib, HttQ103 aggreg, GAA spleen mod, HTT ATP protect, GAA glycogen
> Cc1cccc(-c2noc(CN(C)S(=O)(=O)c3cc(Cl)ccc3Cl)n2)c1
 : ?, ?, -12%, ?, 3%, 19%[0.074 µM], -1%
> CCN(CC)C(=O)CN(C#N)c1nc(Cl)nc(N(C)C)n1
 : -1%, 3%[46 µM], 7%, 20%[9.22 µM], -3%, 20%[10 µM], 4%

The listing continues.
| compound | CBFb RUNX1 block | LMNA splice mod | GAA inhib | HttQ103 aggreg | GAA spleen mod | HTT ATP protect | GAA glycogen |
| --- | --- | --- | --- | --- | --- | --- | --- |
| CC1CCN(CC(=O)NCc2ccccc2)CC1 | 8% | 13% | 0% | 2.5µM* | -3% | -5%[0.074 µM] | -4% |
| COC(=O)C1=C(C)Nc2c(c(=O)n(C)c(=O)n2C)C1c1ccc(Cl)cc1 (centres undefined) | -23% | 0% | -5% | 13% | -1% | nt | 6% |
| CCC1CSC(Nc2ccc(C(=O)/C=C/c3ccc(OC)c(OC)c3)cc2)=N1 (centres undefined) | -2% | ? | -14% | ? | -4% | 27%[10 µM] | -14% |
| CCn1c(SCC(=O)Nc2nc(-c3ccccc3)cs2)nc2c1c(=O)n(C)c(=O)n2C | 12% | -9% | 5% | 3% | 0% | 1%[10 µM] | 2% |
| Cc1ccc2sc3ccc(NC(=O)c4ccccc4Cl)cc3c(=O)c2c1 | 0% | 1% | -5% | 8% | -16% | -85%[inhibitor] | 10% |
| Cc1ccccc1NC(=O)/C(C#N)=C/c1ccccc1C(F)(F)F | -2% | -24% | 3% | 14% | -5% | 27%[10 µM] | -2% |
| S=C1NC[C@H](CC2CCCCC2)N1CCCCC1CCCCC1 | 9% | nt | nt | -15%[9.22 µM] | 1% | -6%[10 µM] | -10% |
| Cc1ccc2cc(CN(CCN(C)C)C(=O)Nc3ccc(Cl)cc3)c(=O)[nH]c2c1 | -9% | 7%[46 µM] | ? | 28%[9.22 µM] | -5% | 0%[10 µM] | 7% |
| Fc1ccc(NC(=S)N2CCN(c3ncccn3)CC2)cc1 | 5% | nt | 7% | 4% | 2% | -7%[10 µM] | 4% |
| O=C1C=C(N2CCN(C(=O)c3ccccc3)CC2)C2(CCCCC2)O1 | 0% | -11% | -6% | ? | -3% | -4% | 0% |
| Cc1nnc(Nc2ccc(O)cc2)[nH]c1=O | -8% | 5%[46 µM] | -4% | 1%[9.22 µM] | 2% | -13%[10 µM] | ? |
| CCN(CC)c1ccc(C(=O)OCC(=O)Nc2ccccc2-c2ccccc2)cc1 | 26% | ? | -7% | -27% | -13% | -17%[10 µM] | -1% |
| COc1cc(/C=N/NC(=O)CNC(=O)c2ccc3c(c2)OCCO3)ccc1O | 10% | 16% | -4%[15.4 µM] | -2% | -3% | -3% | -5% |
| CCn1c(=O)cc(O)c2c(=O)n(C)c(=O)n(C)c21 | 3% | 8% | -7% | -7% | -8% | 17% | 8% |
| O=S(=O)(CC(CN1CCCCC1)N1CCCCC1)c1ccc2ccccc2c1 (centres undefined) | 2% | nt | 8% | ? | 8% | nt | 4% |
| CCOC(=O)COc1ccc(/C=C2/SC(=Nc3ccccc3)N(Cc3cccnc3)C2=O)cc1OC | -11% | -14% | -10% | 9% | 0% | 9% | -8% |
| C=CCNC(=S)N/N=C(\C)c1cc(OC)c(OC)c(OC)c1 | -5% | -14% | -5% | -6% | 3% | 12%[10 µM] | ? |
| CC(C)NC(=O)C1CCN(C2CCN(C(=O)c3cc4c(s3)CCCCC4)CC2)CC1 | 4% | -10%[46 µM] | 10% | 2%[9.22 µM] | 9% | 7%[10 µM] | -3% |
| COCCOC(=O)c1c(C)oc2ccc(O)c(CN3CCC(C)CC3)c12 | 7% | 5% | -4% | 15%[9.22 µM] | -10% | -9% | 7% |
| CC1=C(C(=O)Nc2ccccc2)C(c2ccccc2[N+](=O)[O-])NC(=O)N1 (centres undefined) | 6% | nt | 3% | 32% | 0% | -23% | -6% |
| CC(C)c1ccc(C(O)Cc2nc3ccccc3n2C)cc1 (centres undefined) | 5% | nt | nt | -28%[9.22 µM] | 11% | 10%[10 µM] | 5% |
| CCOC(=O)c1cnn(CCOC(=O)c2ccccc2)c1NC(=O)c1ccccc1 | 7% | -1% | -1% | 1% | -9% | 2%[10 µM] | -5% |
| CCN1CCN(Cc2nc3c(c(=O)n(C)c(=O)n3C)n2CC(=O)c2ccccc2)CC1 | 5% | -16% | 2% | -10% | 1% | -12%[10 µM] | 1% |
| Cc1ccc(NC(=S)N/C(=N/S(=O)(=O)c2ccccc2)c2ccccc2)cc1 | 3% | -3% | 1% | -12% | -7% | -11% | -5% |
| CCn1c(SCC(N)=O)nnc1-c1ccc2c(c1)OCO2 | 5% | nt | 6% | 14% | 2% | 19% | -9% |
| O=C1C2C3C=CC(C2C(=O)N1C1CCCCC1)C1C2C(=O)N(C4CCCCC4)C(=O)C2C31 (centres undefined) | 4% | 0% | 1% | 13% | -6% | 11%[1.9 µM] | 11% |
| CCN1C/C(=C/c2cccs2)c2nc3ccccc3c(C(=O)O)c2C1 | -8% | nt | nt | -12%[9.22 µM] | -4% | 5%[10 µM] | -7% |
| N#C/C(=C\c1ccc(-c2ccccc2)o1)C(=O)Nn1cnnc1 | -3% | 3% | 0% | -6% | -8% | -8% | 11% |
| CC(C)(C)OC(=O)NCCc1nnc(S(=O)(=O)Cc2ccc(Cl)cc2Cl)o1 | -12% | ? | -6% | 20µM* | 3% | 10%[0.074 µM] | -15% |
| O=C(CSc1ccc(-c2ccccc2)nn1)N1CCN(c2ccccc2)CC1 | -9% | -9% | 4% | ? | -9% | -63%[inhibitor][10 µM] | -1% |
| CC(=O)c1cccc(NC(=O)C2CC(c3ccc(F)cc3)=NO2)c1 (centres undefined) | -1% | -3% | -2% | -3%[9.22 µM] | -1% | 3% | -5% |
| Cn1c(=O)c2c(nc(CN3CCC(Cc4ccccc4)CC3)n2CCN2CCOCC2)n(C)c1=O | 1% | -11% | 0% | ? | -9% | -13%[0.074 µM] | -2% |
| CCOC(=O)c1c(C)[nH]c(C(=O)CSc2ccccc2)c1C | 5% | -1% | 1% | -1% | 3% | -74%[inhibitor][10 µM] | -10% |
| CCOC(=O)N1CCC(Nc2c(NCCN3CCN(c4ccccc4F)CC3)c(=O)c2=O)CC1 | 2% | 7% | -8% | 7% | -1% | -14% | 13% |
| COc1ccccc1S(=O)(=O)CC(O)COc1ccc(C#N)cc1 (centres undefined) | -2% | nt | -11% | -21%[9.22 µM] | -16% | -26%[1.9 µM] | -9% |
| COc1ccc(CCNC(=O)c2nnn(-c3cccc(C)c3)c2N)cc1OC | 3% | -12% | 0% | -21% | -3% | 8% | 2% |
| Cc1nnc(SCC(=O)Nc2cccc(C(F)(F)F)c2)[nH]c1=O | -2% | 10% | 0% | 21% | 2% | -21% | -2% |
| CC1CCCCC1NC(=O)C1CCN(S(=O)(=O)N2CCOCC2)CC1 (centres undefined) | 5% | -11% | 6% | 11% | 0% | -8% | 6% |
| Cc1[nH]c(=O)c(C#N)cc1-c1ccccc1 | 5% | -2% | ? | 6% | 0% | -3%[10 µM] | -9% |
| O=C(OCC(=O)N1CCc2ccccc21)c1ccc[nH]c1=O | 8% | nt | 4% | 12% | 0% | nt | 24% |
| COc1cc(OC)cc(-c2cc3nc(C)c(CCC(=O)Nc4nc(C)cs4)c(C)n3n2)c1 | -1%[2.36 µM] | -3% | -1% | -7% | 0% | nt | -8% |
| Cc1ccc(-c2cc(C(=O)Nc3ccc(S(=O)(=O)Nc4onc(C)c4C)cc3)[nH]n2)c(O)c1 | 6% | nt | nt | -1%[9.22 µM] | 4% | -4%[10 µM] | 7% |
